All columns: NCI-60 one-dose screen, growth in % after 48 h at 10 µM unless noted; 100 = growth as untreated, 0 = no growth, -100 = all killed.
SN12C – SN12C renal cancer cells; actives 3.8% (n = 81,000); AID 1794767
CAKI-1 – CAKI-1 renal cancer; actives 4.7% (n = 75,000); AID 1794772
A498 – A498 renal cancer cells; AID 1794774; actives 5.4% (n = 76,000)
UO-31 – UO-31 renal cancer. actives 5.2% (n = 81,000). AID 1794768
RXF 393 – RXF 393 renal cancer cells | actives 6.9% (n = 77,000) | AID 1794773
TK-10 – TK-10 renal cancer cells | actives 3.9% (n = 81,000) | AID 1794769
786-0 – 786-0 renal cancer cells | actives 5.1% (n = 81,000)
ACHN – ACHN renal cancer; AID 1794771; actives 4.9% (n = 81,000)
An asterisk follows results filed as active; . = not tested or not shown. The calls were made as follows: active = growth percent below 10; inactive = the rest. Rows are unselected; any-hit rate near 10%.

SMILES	SN12C	CAKI-1	A498	UO-31	RXF 393	TK-10	786-0	ACHN
CCCCCCCC/C=N/Nc1ccc([N+](=O)[O-])cn1	105	87	72	77	97	127	108	104
Nc1c(N=Nc2ccc([N+](=O)[O-])cc2)cc(S(=O)(=O)O)c2ccccc12	101	.	.	87	107	111	103	103
CCC(=C(c1ccc(OCCCN(C)C)cc1)c1ccc(OCCCN(C)C)cc1)c1ccc(Cl)cc1	-94*	-96*	-86*	-94*	-83*	-85*	-87*	-96*
COc1cc2oc(-c3cccc(NC(=O)c4cc(N)ccc4C)c3)cc(=O)c2c(OC)c1OC	96	95	93	77	.	110	94	98
NC(N)=Nc1ccc(Oc2cccc(NC(N)=Nc3ccc(Cl)c(C(F)(F)F)c3)c2)cn1	25	.	37	79	.	69	70	88
COc1cc(C2c3cc4c(cc3C(OC(=O)C[n+]3ccccc3)C3COC(=O)C23)OCO4)cc(OC)c1OC (configuration not stated)	12	18	-20*	39	41	63	26	21
C/C(=N\NC(=O)c1ccncc1)c1ccc(Cl)cc1Cl	105	102	96	91	105	118	98	98
Clc1ccc(-c2nnc(Cn3ccnc3)o2)cc1	90	82	96	87	.	128	94	99
CCOC(=O)c1cn2c3c(cc(OC)cc3c1=O)C(=O)CC2	102	100	118	89	91	93	98	102
NC(=O)c1ccc(OCc2ccccc2)nc1	98	99	104	100	112	110	104	112
COc1ccc(NCC(=O)N2CCN(c3ncnc4c3cnn4-c3ccccc3)CC2)cc1	78	56	103	32	98	129	95	69
N#Cc1ccc([N+](=O)[O-])cc1OCCCN1CCCCC1	.	110	77	103	129	111	105	105
Cc1nn(C(N)=S)c(C)c1N=Nc1ccc2oc(=O)ccc2c1	92	84	94	74	124	89	89	91
COc1cc(-c2nc3c(c(C)nc4c3nnn4-c3cc(OC)c(OC)c(OC)c3)c(=O)o2)cc(OC)c1OC	101	88	110	76	115	149	104	96
Cc1ccc(C(CC(=O)O)CC(=O)O)c(O)c1	100	92	113	80	106	118	107	102
CCOC(=O)C1=CSC2=NC(C)=CC(c3ccc(OC)c(OC)c3)N12 (configuration not stated)	99	87	106	80	110	101	96	96
CC1(C)CC(=O)C(c2c(-c3ccccc3)[nH]c3[nH]c(=S)[nH]c(=O)c23)=C(O)C1	99	125	100	91	115	107	104	97
CCn1c(SCC(=O)Nc2ccc(-c3nc4ccc([N+](=O)[O-])cc4[nH]3)cc2)nc2ccccc2c1=O	95	107	107	84	89	118	106	97
Nc1nc(-c2no[n+]([O-])c2-c2csc(N)n2)cs1	103	93	108	97	104	106	105	109
CC12CCCC(=O)N1c1ccccc1-c1nc(-c3ccccc3Cl)nn12 (configuration not stated)	98	76	102	63	112	169	109	88

Compounds listed so far with a halogen (5):
SMILES	SN12C	CAKI-1	A498	UO-31	RXF 393	TK-10	786-0	ACHN
CCC(=C(c1ccc(OCCCN(C)C)cc1)c1ccc(OCCCN(C)C)cc1)c1ccc(Cl)cc1	-94*	-96*	-86*	-94*	-83*	-85*	-87*	-96*
NC(N)=Nc1ccc(Oc2cccc(NC(N)=Nc3ccc(Cl)c(C(F)(F)F)c3)c2)cn1	25	.	37	79	.	69	70	88
C/C(=N\NC(=O)c1ccncc1)c1ccc(Cl)cc1Cl	105	102	96	91	105	118	98	98
Clc1ccc(-c2nnc(Cn3ccnc3)o2)cc1	90	82	96	87	.	128	94	99
CC12CCCC(=O)N1c1ccccc1-c1nc(-c3ccccc3Cl)nn12 (configuration not stated)	98	76	102	63	112	169	109	88

Whole records as entered above. Order of screens: SN12C, CAKI-1, A498, UO-31, RXF 393, TK-10, 786-0, ACHN
Clc1ccc(-c2nnc(Cn3ccnc3)o2)cc1 is listed with 90, 82, 96, 87, ., 128, 94, 99
Cc1nn(C(N)=S)c(C)c1N=Nc1ccc2oc(=O)ccc2c1 is listed with 92, 84, 94, 74, 124, 89, 89, 91
CC1(C)CC(=O)C(c2c(-c3ccccc3)[nH]c3[nH]c(=S)[nH]c(=O)c23)=C(O)C1 is listed with 99, 125, 100, 91, 115, 107, 104, 97
Cc1ccc(C(CC(=O)O)CC(=O)O)c(O)c1 is listed with 100, 92, 113, 80, 106, 118, 107, 102
C/C(=N\NC(=O)c1ccncc1)c1ccc(Cl)cc1Cl is listed with 105, 102, 96, 91, 105, 118, 98, 98

Remaining list, next part.
SMILES	SN12C	CAKI-1	A498	UO-31	RXF 393	TK-10	786-0	ACHN
O=S(=O)(O)CCl	99	103	111	92	107	92	99	103
CC(=O)Nc1ccc(C(=O)CCC(=O)O)cc1	99	97	88	87	.	99	92	101
COc1nc(N)nc(-n2c(-c3ccccc3)nc3ccccc32)c1NCc1ccccc1	100	55	80	63	.	93	90	106
COc1ccc(CSc2nnc(-c3ccc(Cl)cc3)n2-c2ccccc2)cc1	99	89	60	89	88	106	97	84
COc1ccc(-c2nc3ccc(-c4nc5ccc(N6CCN(c7ccc(N)cc7)CC6)cc5[nH]4)cc3[nH]2)cc1OC	82	104	76	137	59	116	81	86
Clc1ccc(C2CC(c3cccc(Nc4ccncc4)c3)=NN2c2cc(Cl)cc(Cl)c2)cc1 (configuration not stated)	76	55	86	71	.	95	-88*	77
Cc1ccc(C)c(Oc2c(/C=N\N=c3\sc4ccccc4n3C)c(C)nn2-c2ccccc2)c1	105	89	120	79	90	102	100	99
Cc1c2cccnc2c(C)c2c1c1cc(C(=O)O)ccc1n2C	58	56	52	39	100	137	78	63
NC/C(=C/F)COc1ccc2nc(NC3CCC(O)CC3)oc2c1 (configuration not stated)	80	70	50	65	69	68	87	104
COc1ccc2c(c1)C(Sc1ccc(Br)cc1)c1c(nc(N)c(C#N)c1N)O2 (configuration not stated)	77	80	103	44	68	108	83	80
Nc1cc(=O)n(CC(=O)Nc2ccccc2)n1S(=O)(=O)c1ccccc1	101	84	87	66	100	124	104	91
CC(=O)Nc1ccc(/C=N/NC(N)=S)c(C)c1	110	92	100	84	107	102	101	109
CCCCN(C1CCN(Cc2ccc(F)cc2)CC1)S(=O)(=O)N[C@@H](C(=O)OC)C(C)C	104	90	96	70	116	95	77	101
C[n+]1cc[nH]c1CN(c1ccc(Cl)cc1)[C@@H]1c2cc(S(=O)(=O)N3CCCCC3)ccc2OC(C)(C)[C@H]1O	92	64	.	66	92	108	96	91
N#CC12C(=O)NC(=N)C1(C#N)C(c1ccccc1)OC1=C2CCCC1 (configuration not stated)	105	.	112	86	121	95	96	.
NC(=O)c1c(NC(=O)c2ccc(Cl)cc2)sc2c1CCC(=O)C2	72	19	77	41	57	85	94	46
CCOC(=O)c1c(N2CCOCC2)[nH]c(=O)c(C=Nc2c(Cl)cccc2Cl)c1O	99	72	106	106	101	112	94	96
O=C(NCCCCC(c1ccc(F)cc1)c1ccc(F)cc1)NCCCc1cccnc1	24	30	84	26	31	46	48	38
CC(=O)Nc1c(OC(C)=O)ccc2cc(Br)ccc12	97	100	110	69	96	105	105	97
CC1(C)CC(=O)C=C(N2CCC(CCCC3CCN(C4=CC(=O)CC(C)(C)C4)CC3)CC2)C1	81	84	87	91	111	104	105	95
Cc1cccc(C)c1NC(=O)Nc1cccc(C(F)(F)F)c1	93	96	117	87	101	119	100	103
CC(=O)NCCNS(=O)(=O)c1ccccc1	99	.	101	93	107	94	124	114
Cc1ccc2c(c1C)C(=O)C(=O)N2	103	127	110	86	118	107	106	95
Cn1c(S)c(N=Nc2cccc3ccccc23)sc1=O	92	77	79	59	101	157	.	90
COC(=O)c1nn2c(c1C(=O)OC)CC1C(=O)N(c3ccccc3)C(=O)C1C2 (configuration not stated)	87	75	99	98	108	106	101	108
C[C@@H]1CN(c2nc3c(cc2F)c(=O)c(C(=O)O)cn3C(C)(C)C)C[C@H](C)N1	104	-7.7*	107	94	-17*	102	112	100
COc1ccccc1/C=C/C(=O)c1nnn(-c2ccc(Br)cc2)c1C	85	92	.	83	90	105	90	95
COC(=O)c1nc(-c2ccccc2)oc1S(=O)(=O)N(C)CCO	88	55	112	59	65	44	58	49
CN(C)c1ccc(/C=C\C2=[N+](C)c3ccccc3C2(C)C)cc1	-1.4*	13	48	55	37	28	18	4.5*
O=C(Nc1ccc(S(=O)(=O)Nc2ncccn2)cc1)c1ccc(-n2c(=O)[nH]c3ccccc3c2=O)cc1	97	94	125	71	99	104	105	107
O=C1C(Cl)C(c2ccccc2O)N1n1cnnc1 (configuration not stated)	101	92	99	93	104	95	92	100
CN(C)CC(=O)O	94	116	102	90	112	108	101	99
C[n+]1c(/C=C\c2ccc(Cl)cc2)ccc2ccccc21	31	75	47	71	103	122	92	105
C#C[C@]1(O)CC[C@H]2[C@@H]3CC=C4c5sc(-c6ccc(OC)cc6)nc5CC[C@]4(C)[C@H]3CC[C@@]21C	84	64	56	19	-46*	78	17	60
COc1ccc(-c2[nH]c3ncc(-c4ccc(Cl)cc4)n3c(=O)c2C#N)cc1	99	90	97	82	109	109	87	99
COc1ccc(C2OC(=O)C(O)=C2I)cc1OC (configuration not stated)	93	73	110	92	118	96	102	97
COc1cc(C2CC(=O)Nc3[nH]ncc32)cc(OC)c1O (configuration not stated)	109	92	.	91	.	108	94	101
O=C1CC2CCC1C2 (configuration not stated)	97	104	93	89	109	103	92	105
CCOC(=O)c1c(C)oc2ncnc(N3CCN(C(=O)COc4ccc(I)cc4)CC3)c12	98	80	.	63	103	105	99	89
C#CC1(OC(=O)Nc2cccc(Cl)c2)CCCCC1	90	101	90	88	103	119	98	106
COc1c(C2CC(=O)Nc3c2cnn3Cc2ccco2)cc2c(c1OC)OCO2 (configuration not stated)	33	37	-2.5*	59	-30*	74	35	40
O=C(/C=C/c1ccc(Br)cc1)c1ccccc1	92	101	77	80	99	64	85	100
Clc1ccc(/C=C/c2nc(N3CCOCC3)c3nc(Cl)c(Cl)cc3n2)cc1	94	109	106	77	117	107	92	52
CCOC(=O)C1=C(C)N2C(=NC3=C(CCCC/C3=C\c3ccccc3)C2c2ccccc2)S1 (configuration not stated)	101	90	92	91	88	.	97	102
O=C(CN1C(=O)c2ccccc2C(=O)N(Cc2ccc(Cl)cc2)C2CCCCC21)NC12CC3CC(CC(C3)C1)C2 (configuration not stated)	91	.	75	63	78	81	80	89
COc1cc(-c2nc(-c3nnc(-c4ccc(Br)cc4)o3)c3ccccn23)cc(OC)c1OC	103	96	91	79	54	121	110	86
Cn1c(=O)c2c(nc(Sc3nc(N)cc(=O)[nH]3)n2Cc2ccc(F)cc2)n(C)c1=O	91	90	103	70	58	137	98	86
CC(O)CSCC(C)O (configuration not stated)	109	113	87	84	109	106	104	100
Nc1cc(Cl)ccc1CN1C(=O)c2ccccc2C1=O	96	82	98	85	101	129	94	89
COc1ccc(-c2nc3sccn3c2/C=C/C(=O)c2cccs2)cc1	112	119	139	91	147	99	92	113
O=C1NC(=O)C(Cc2ccc(OCc3ccc(-c4cc(F)c(F)c(F)c4)cc3)cc2)S1 (configuration not stated)	80	54	95	64	102	100	95	84
Cn1cc(-c2nc(N)nnc2-c2c[nH]c3ccc(Br)cc23)c2cc(F)ccc21	102	68	99	59	94	131	98	79
N#Cc1ccccc1C1CC(c2ccc(N3CCNCC3)cc2)=NN1 (configuration not stated)	98	83	93	86	108	130	107	104
COc1cc2c(cc1[N+](=O)[O-])-c1ccc([N+](=O)[O-])cc1C2	93	103	101	92	103	99	96	92
Nc1ncnc2c1N=C(c1ccc3c(c1)OCO3)CC(c1ccc([N+](=O)[O-])cc1)N2 (configuration not stated)	84	99	67	64	50	112	52	82
CC(=O)c1cc2c(N)c(C(=O)Nc3cncc4ccccc34)sc2nc1C	95	84	.	80	100	119	98	97
COc1ccc(N(Cc2ccc(Cl)cc2)C2OC(=O)c3ccccc32)cc1 (configuration not stated)	104	104	78	79	110	.	89	110
COc1ccc(N=Nc2c(N)nn3c(-c4ccc5ccccc5c4)ccnc23)cc1	92	88	108	99	123	107	98	110
CC1(C)CC(=O)c2cc3c(N)c(C(=O)Nc4ccc(F)cc4)sc3nc2C1	122	98	87	119	109	105	105	113
O=C(NCCOCCOCCNc1cccc2c1C(=O)N(C1CCCNC1=O)C2=O)c1cc2c(o1)C(=O)c1ccccc1C2=O (configuration not stated)	-74*	-10*	.	-20*	-35*	8.4*	3.9*	14

New compounds follow
SMILES	SN12C	CAKI-1	A498	UO-31	RXF 393	TK-10	786-0	ACHN
COc1ccc(Nc2nnc(COc3ccc(CNC(=O)CCCC/C=C/C(C)C)cc3OC)o2)cc1	97	.	111	64	102	130	94	90
NC[C@H]1O[C@H](O[C@H]2[C@H](O)[C@@H](O[C@H]3O[C@H](CO)[C@@H](O)[C@H](N)[C@H]3O)[C@H](N)C[C@@H]2N)[C@H](N)[C@@H](O)[C@@H]1O	99	91	116	84	107	141	103	.
Cc1ccc(C2=NN3C(C2)c2cc(Cl)ccc2OC32CCN(Cc3ccccc3)CC2)o1 (configuration not stated)	92	59	94	58	164	111	103	79
Nc1c(C(=O)Nc2cc(Cl)cc(Cl)c2)sc2nc3c(cc12)C(O)CCC3 (configuration not stated)	95	89	56	90	109	103	93	104
CSCCC(N)C(=O)Nc1ccc(S(=O)(=O)c2ccc(NC(=O)C(N)CCSC)cc2)cc1 (configuration not stated)	104	107	105	91	125	99	98	106
O=C(Nc1ccccc1CO)c1ccccc1	99	97	51	90	100	125	104	111
Cc1ccc2nc(/C=C/c3ccc(N(C)C)cc3)cc(C)c2c1	36	18	27	33	29	44	35	33
Clc1ccccc1C=NC1CCCCC1	112	112	108	89	163	109	108	105
CCN(CC)C(=O)CSc1ccc(Cl)nn1	101	97	98	94	101	98	104	102
CCCCCCCCCCCCCCCCCCCCCCO	96	98	115	92	99	129	104	99
